Bioassay records as filed in PubChem BioAssay.
G9a block = inhibitors of human histone lysine methyltransferase G9a | hit rate 8.8% among 350,000 | Q96KQ7 | Potency, µM (top dose mostly 102 µM), for inactives: at the top dose activity, negative = inhibition, actives largely listed as inhibitors | G9a H3K9 monomethylation, AlphaScreen, 2 h | AID 504332; note: % is set by controls: 0 for no effect and ±100 for the full control effect; nearly all actives have a fitted effect of over 75% in size
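Readings reflect AlphaScreen signal from monomethyl-H3K9 antibody detection. HMT at 20 nM; substrate b-H3K9 500 nM; cofactor SAM 20 uM; 2 h RT reaction; compounds tested as titrations in qHTS with 15 min preincubation.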
Pol beta inh = blocks human DNA polymerase beta activity | AID 485314 | Pol beta primer extension/strand displacement, fluorescence kinetic | hit rate 1.3% among 340,000 | Potency, µM (top dose mostly 114 µM), for the others: at the highest dose activity change, negative = inhibition, hits mostly inhibitors; note: % is set by controls: 0 for no effect and ±100 for the full control effect
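Homogeneous kinetic assay of primer extension and strand displacement by 10 nM Pol beta, preincubated 15 min at room temperature with compound before 50 nM substrate (final) was added. Read at 0 and 10 min; four-parameter Hill fit.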
BLM inh = Bloom syndrome helicase (human) inhibition; recombinant BLM DNA unwinding, fluorescence dequenching; hit rate 0.2% among 350,000; Potency, µM (highest dose often 56.1 µM), for inactives: at the highest dose activity change, negative = inhibition, most hits filed as inhibitors; AID 2528;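 note: plate controls were vehicle for no effect and no enzyme for full effect; nearly all actives have a fitted effect of over 35% in size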
Anesthetic bind = candidate novel general anesthetic via apoferritin binding | P02791 | apoferritin/1-aminoanthracene competitive binding, fluorescence | Potency, µM (top dose mostly 77.5 µM), for the others: at the highest dose activity change, negative = displacement, actives largely listed as inhibitors | hit rate 0.074% among 350,000; note: % is set by controls: 0 for no effect and ±100 for the full control effect; nearly all actives have a fitted effect of over 20% in size
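Apoferritin-based anesthetic binding model; compound displacement of fluorescent 1-AMA measured as endpoint fluorescence after 10 minutes at room temperature, scaled to free-ligand and complex controls.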
BAZ2B inh = inhibitors of human BAZ2B bromodomain; Q9UIF8; AlphaScreen BAZ2B-H3K14Ac peptide displacement; Potency, µM (series often up to 114 µM), for the others: at the top dose activity change, negative = inhibition, actives largely listed as inhibitors; hit rate 4.4% among 360,000; note: % is set by controls: 0 for no effect and ±100 for the full control effect; nearly all actives have a fitted effect of over 60% in size
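AlphaScreen luminescence quantifies BAZ2B engagement of H3K14Ac peptide; the protein and biotinylated peptide are both at 50 nM final, buffer PBS pH 7.4 with 0.01% Tween-20, all steps at room temperature.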
APE1 inh = APE1 (human) endonuclease inhibition; Potency, µM (doses to about 65.8 µM), for the others: at the highest dose activity change, negative = inhibition, usual class: inhibitors; recombinant APE1, TAMRA/BHQ-2 abasic DNA cleavage fluorescence; P27695; hit rate 0.35% among 350,000; AID 2517;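 note: plate controls were vehicle for no effect and reference inhibitor for full effect; nearly all actives have a fitted effect of over 55% in size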
Target sequence (P27695 whole entry, looked up): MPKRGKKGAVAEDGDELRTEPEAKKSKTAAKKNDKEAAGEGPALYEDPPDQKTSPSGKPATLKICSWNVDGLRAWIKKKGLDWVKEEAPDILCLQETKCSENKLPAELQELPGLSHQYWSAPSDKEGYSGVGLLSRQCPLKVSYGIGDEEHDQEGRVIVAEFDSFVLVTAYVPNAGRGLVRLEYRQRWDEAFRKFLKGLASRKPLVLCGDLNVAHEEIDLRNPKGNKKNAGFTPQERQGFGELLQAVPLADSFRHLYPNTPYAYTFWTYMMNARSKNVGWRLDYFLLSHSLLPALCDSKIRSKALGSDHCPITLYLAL
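Enzyme (0.75 nM final) and test compound are incubated 15 min at room temperature before adding 50 nM quenched THF abasic-site duplex. Cleavage dequenches TAMRA, followed at 525/598 nm over three reads one minute apart.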
POLI inh = blocks human DNA polymerase iota activity; Q9UNA4; Pol iota fluorescent replication assay, 10 min; Potency, µM (titrated, usually from 115 µM), without a hit: top-dose activity, negative = inhibition, actives largely listed as inhibitors; hit rate 1% among 390,000
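Fluorescent replication assay read twice, at 0 min and 10 min after adding 50 nM (final) substrate. Enzyme (10 nM) and compounds were first incubated 15 min at room temperature; enzyme-free buffer wells were negative controls.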
Pol eta inh = DNA polymerase eta (human) inhibition; recombinant Pol eta, fluorescent DNA replication assay; Q9Y253; AID 588591; Potency, µM (highest dose often 114 µM), for the others: at the top dose activity change, negative = inhibition, most hits filed as inhibitors; hit rate 1.2% among 390,000; note: % is set by controls: 0 for no effect and ±100 for the full control effect
Target sequence (Q9Y253 whole entry, looked up): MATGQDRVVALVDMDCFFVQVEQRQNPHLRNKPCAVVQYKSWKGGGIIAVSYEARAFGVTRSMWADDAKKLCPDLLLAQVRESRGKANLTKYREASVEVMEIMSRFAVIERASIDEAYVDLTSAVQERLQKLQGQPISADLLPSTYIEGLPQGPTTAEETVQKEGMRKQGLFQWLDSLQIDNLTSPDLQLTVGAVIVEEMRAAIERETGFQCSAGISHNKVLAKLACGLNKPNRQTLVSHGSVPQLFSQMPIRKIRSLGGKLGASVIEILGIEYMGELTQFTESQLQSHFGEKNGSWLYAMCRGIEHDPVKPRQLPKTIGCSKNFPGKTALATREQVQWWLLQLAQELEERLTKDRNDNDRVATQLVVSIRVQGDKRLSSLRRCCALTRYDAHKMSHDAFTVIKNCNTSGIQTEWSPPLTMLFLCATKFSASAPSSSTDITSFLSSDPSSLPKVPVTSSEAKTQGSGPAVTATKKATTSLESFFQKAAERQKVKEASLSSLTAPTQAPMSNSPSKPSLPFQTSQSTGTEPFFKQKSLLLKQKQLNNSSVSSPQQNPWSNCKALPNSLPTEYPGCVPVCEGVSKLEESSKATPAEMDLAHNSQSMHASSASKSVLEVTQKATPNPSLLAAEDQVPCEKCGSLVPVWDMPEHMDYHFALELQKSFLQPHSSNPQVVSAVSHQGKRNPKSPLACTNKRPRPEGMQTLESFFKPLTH
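Fluorescent replication assay: 50 nM final substrate added after a 15 min room-temperature compound preincubation with 10 nM enzyme. Signal taken at 0 min and again at 10 min.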
POLK inh = blocks human DNA polymerase kappa activity. Q9UBT6. purified Pol kappa, fluorescent DNA synthesis assay, 10 min. Potency, µM (series often up to 107 µM), inactives show at the highest dose activity, negative = inhibition, usual class: inhibitors. hit rate 0.53% among 400,000. AID 588579; note: % is set by controls: 0 for no effect and ±100 for the full control effect
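First, compounds were pin-transferred onto 10 nM Pol kappa. After 15 min at room temperature, substrate was added to 50 nM final. Fluorescence was then measured kinetically at 0 and 10 min.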
Starred values were filed as active, the others as inactive; ? = inconclusive; · = no result given; [ ] = dose if it differs, or a comment. Calls come from the whole dose curve; as a rule, active = well fitted curve in the direction sought with a large enough effect; inconclusive = small, poorly fitted or top-dose-only effect, or another doubt; inactive = no such curve, though single readings can be large; an effect the other way counts as inactive or inconclusive. Potency is the fitted concentration of half-maximal effect. The list is partial. The share of hits here may be higher or lower than overall.

Molecule,G9a block,Pol beta inh,BLM inh,Anesthetic bind,BAZ2B inh,APE1 inh,POLI inh,Pol eta inh,POLK inh
CCc1c(C(C)=O)oc2ccc3c(C)cc(=O)oc3c12,19%[59 µM],11%,-3%,-11%,-26%,-2%,15%,-9%,5%
COc1cccc(NS(=O)(=O)c2ccc3c(c2)[C@H]2C=CC[C@H]2[C@@H](c2ccccc2Cl)N3)c1,?,-9%,-2%,16%,0%,·,-19%,-21%,-1%
Cc1cc(OCc2nc(-c3cccnc3)no2)c(C)cc1Br,-9%[59 µM],14%,1%,43%[activator],37%[activator],1%,11%,-6%,5%
CCCCn1c(N)c(N(CCOC)C(=O)C2CCN(C(=O)c3ccc(F)cc3)CC2)c(=O)[nH]c1=O,-29%,·,·,·,-6%,-6%,9%,-8%,-16%
CCCC[C@@H](CNC)NC[C@H](NCCCCC1CCCCC1)C(C)C,-7%,0%,-1%,-14%,-20%[57.1 µM],43%,?,-17%,-4%
CCOC(=O)C1C(C(=O)OC)=C(CC(C)C)c2ccccc2N1S(=O)(=O)C(F)(F)F (stereo not drawn),54%[activator][59 µM],·,-12%[75.6 µM],-16%,·,-4%,·,·,-19%[60.1 µM]
Cc1ccc(Cl)cc1N1C(=O)CC(C)(C)CC1=O,25%,2%,-2%,-15%,5%,29%,2%,-12%,10%
Oc1nc(Nc2ccc(F)cc2)sc1/C=C1\C=Nc2ccccc21,10%[59 µM],9%,-10%,-4%,-15%,0%,60%[activator],-6%,-24%
CC(NC(=O)c1cccc(Cl)c1)C1CC2CCC1C2 (stereo not drawn),12%,53%,1%,-13%,11%,-24%,17%,6%,-4%
O=c1c2sc3ccccc3c2n(Cc2cccc(C(F)(F)F)c2)c(=O)n1Cc1ccc(F)cc1,31%[59 µM],56%,-3%,0%,23%,·,41%[activator],-13%,-4%
COc1ccccc1C(=O)Nc1nnc(SCc2cc(=O)n3ccc(C)cc3n2)s1,0%[59 µM],-1%,-4%,-9%,3%,·,8%,-12%,-9%[60.1 µM]
COc1ccc(OC)c(NC2c3ccccc3C(=O)N2Cc2ccc3c(c2)OCO3)c1 (stereo not drawn),32µM*,0%,-6%,-14%,35µM*,-4%,23%,-11%,-8%
CCCNc1nc(C)nc2c1cnn2CCc1ccccc1,-2%,8%,-1%,-14%,7%,1%,0%,-3%,-6%
O=C(Nc1ncccc1O)C1CCN(S(=O)(=O)c2ccc3ccccc3c2)CC1,-3%[0.501 µM],·,·,·,3%,-19%,13%,-1%,-20%
O=C(COc1ccccc1Cl)NC(=S)Nc1ccccc1N1CCCC1,40µM*,-10%,-18%,1%,20µM*,-15%,76%[activator],-16%,-13%
CC(=O)N(Cc1cc(=O)[nH]c2ccccc12)c1ccccc1,?,10%,-3%,-19%,?,2%,-1%,7%,-3%
COc1ccccc1N1CCN(c2nc(C)cc(C)c2C#N)CC1,11%,-11%,-7%,-16%,0%,0%,61%[activator],-15%,4%
CC(=O)Nc1c(C)nn(-c2ccccc2)c1N1CCC(C(=O)Nc2cccc(C(F)(F)F)c2)CC1,11%[59 µM],5%,-4%,-23%,2%,·,-15%,-5%,-7%[60.1 µM]
CC1CCCN(Cc2c(O)ccc3c(=O)c(-c4ccc(Cl)cc4)coc23)C1 (stereo not drawn),9%,12%,-1%,-3%,2%,10%,-11%,-19%,6%
CC1CN(c2ncc(/C=N/NC(=O)c3ccccc3O)s2)CC(C)O1 (stereo not drawn),4%,21%,2%,-9%,8%,11%,34%[activator],-21%,-2%
COc1ccc(CCNC(=O)Cn2nnc(C(=O)Nc3cc(C)ccc3C)c2N)cc1OC,75%[activator],20%,0%,-13%,-11%,39%,16%,-18%,0%
CC1(C)CC(=O)C(N=Nc2ccc3ncsc3c2)=C(O)C1,?,14%,-3%,-22%,?,4%,8%,-1%,-3%
Cc1nn(C(=O)c2ccc(Br)cc2)c(C)c1S(=O)(=O)N1CCOCC1,?,1%,-12%,-5%,0%,·,16%,-8%,-4%[60.1 µM]
CCOc1ccc(NC(=O)CN(c2ccc(OC)cc2)S(C)(=O)=O)cc1,3%,-13%,-1%,-16%,7%,8%,8%,-17%,-1%
CCOC(=O)c1cc(C)n(-c2ccc(Cl)cc2)c1C,45%[59 µM],6%,-8%,-9%,-1%,0%,34%[activator],-13%,-7%
CCc1noc(C)c1C(=O)N1CCN(S(=O)(=O)c2ccc(C(C)C)cc2)CC1,-9%,·,·,·,7%,23%,?,-15%,-10%
COc1ccccc1CC(=O)Nc1ccc(OC)c(OC)c1,33%[12.7 µM],-2%,-1%,2%,7%,-1%,-6%,1%,-23%
O=C(Nc1ccccc1C(=O)O)c1cccc(C(=O)Nc2ccccc2C(=O)O)c1,?,5%,3%,-14%,-38%,0%,6%,-9%,-21%
CCCc1nc2ccccc2c(=O)n1/N=C/c1ccc(O)cc1,8%[59 µM],-4%,-2%,-8%,10%,-4%,12%,-12%,-18%
CCC(C)n1c(=N)c(C#N)cc2c(=O)n3cc(C)ccc3nc21 (stereo not drawn),29%,0%,-3%,3%,-21%,-1%,-8%,-14%,-16%
COc1ccc(Cl)cc1NC(=O)c1cccc(N2C(=O)C3CC=CCC3C2=O)c1 (stereo not drawn),·,28%,-11%,-18%,-2%,10%,20%,-8%,-12%
COc1ccc(NC(=O)COc2ccc(-c3ccccc3)cc2)cc1,?,·,·,·,1%,18%,2%,?,-9%
CC(C)CC(=O)Nc1cc2c3c(c1)CCN3C(=O)CC2,13%,47%,0%,-23%,-8%,35%[activator],-13%,-1%,-12%
Cc1nnc(N2C(=O)c3cccc4cccc(c34)C2=O)s1,15%[59 µM],-8%,1%,-9%,-1%,5%,-7%,-16%,-3%
CN(Cc1ccon1)C(=O)CC1C(=O)NCCN1Cc1cccc(F)c1F (stereo not drawn),·,3%,-1%,3%,-2%,0%,22%,-15%,-6%
CCOC(=O)/C(=C\c1ccc(OC)c(OC)c1)C(=O)c1cccnc1,?,?,-2%,-9%,-2%,29%,?,-7%,3%
CCCCOc1ccc(C(=O)Nc2cccc(-c3nc4cccnc4s3)c2)cc1,-22%[59 µM],-12%,2%,-4%,-2%,·,-7%,0%,-11%
CSc1nc2c(cc1C#N)C(=O)CC(C)(C)C2,48%,?,2%,?,-2%,-7%,158%[activator],-15%,1%
O=C(NC(=S)Nc1ccc(N2CCOCC2)cc1)c1cccc(Cl)c1Cl,·,46%,-3%,-1%,?,1%,93%[activator],-20%,-6%
CCO[C@@H]1OC(C(=O)N2CCN(Cc3ccccc3)CC2)=C[C@H](C)[C@H]1CCCO,21%[59 µM],7%,-8%,-9%,-20%,-6%,13%,3%,8%

Some of the entries so far, with each value named:
> CCOC(=O)C1C(C(=O)OC)=C(CC(C)C)c2ccccc2N1S(=O)(=O)C(F)(F)F (stereo not drawn)
  G9a block = 54%[activator][59 µM] | Pol beta inh = · | BLM inh = -12%[75.6 µM] | Anesthetic bind = -16% | BAZ2B inh = · | APE1 inh = -4% | POLI inh = · | Pol eta inh = · | POLK inh = -19%[60.1 µM]

> Cc1ccc(Cl)cc1N1C(=O)CC(C)(C)CC1=O
  G9a block = 25% | Pol beta inh = 2% | BLM inh = -2% | Anesthetic bind = -15% | BAZ2B inh = 5% | APE1 inh = 29% | POLI inh = 2% | Pol eta inh = -12% | POLK inh = 10%

> Oc1nc(Nc2ccc(F)cc2)sc1/C=C1\C=Nc2ccccc21
  G9a block = 10%[59 µM] | Pol beta inh = 9% | BLM inh = -10% | Anesthetic bind = -4% | BAZ2B inh = -15% | APE1 inh = 0% | POLI inh = 60%[activator] | Pol eta inh = -6% | POLK inh = -24%

> CC(NC(=O)c1cccc(Cl)c1)C1CC2CCC1C2 (stereo not drawn)
  G9a block = 12% | Pol beta inh = 53% | BLM inh = 1% | Anesthetic bind = -13% | BAZ2B inh = 11% | APE1 inh = -24% | POLI inh = 17% | Pol eta inh = 6% | POLK inh = -4%

(cont.)
Molecule,G9a block,Pol beta inh,BLM inh,Anesthetic bind,BAZ2B inh,APE1 inh,POLI inh,Pol eta inh,POLK inh
CCC(NC(=O)c1ccccc1NC(=O)c1ccco1)C(=O)NC1CCCCC1 (stereo not drawn),-1%,1%,0%,-7%,-29%,-2%,-7%,-17%,3%
O=C(NNC(=O)c1ccc(-c2ccccc2)cc1)Nc1ccccc1F,12%,-20%,-5%,-10%,-12%,13%,16%,-5%,-9%
NC(=O)CN1C(=O)C2C3C=CC(C3)C2C1=O (stereo not drawn),?,-4%,-5%,-3%,20%,-6%,4%,-6%,-3%
O=C(CN(c1ccccc1)S(=O)(=O)c1ccc(Cl)cc1)Nc1cccnc1,28%,51%,-7%,-7%,-6%,-24%,30%,-9%,-24%
Cc1c(=O)n(OCc2ccccn2)c2ccccc2[n+]1[O-],-38%[59 µM],?,-1%,-13%,-5%,0%,7%,-12%,-16%
O=C(Nc1ccccc1)c1cccc2c(=O)c3c([nH]c12)CCCC3,-33%[59 µM],-13%,1%,1%,0%,·,7%,-8%,0%
CCC(=O)N1c2ccccc2CC1C(=O)NCCc1ccc(OC)c(OC)c1 (stereo not drawn),20%[59 µM],-2%,3%,44%[activator],-10%,·,34%[activator],-5%,-9%[60.1 µM]
C/C(=N\N=C(N)N)c1ccc(Cl)c(Cl)c1,50µM*,-2%,27%,?,-12%,-1%,123%[activator],-11%,-3%
Cc1ccccc1C(=O)Nc1ccc(C(=O)O)cc1NC(=O)c1ccccc1C,-4%,21%,-2%,-3%,-4%,6%,18%,-15%,-10%
CCOC(=O)C1=C(CS(=O)(=O)c2ccc(C)cc2)NC(=O)NC1c1ccc(C(C)C)cc1 (stereo not drawn),-4%[59 µM],9%,-2%,-8%,-13%,·,11%,-13%,-11%
CCn1c(-c2ccc3[nH]c(C)c(C)c3c2)n[nH]c1=S,2.8µM*,1%,-10%,?,?,7%,20%,-11%,-3%
CC(=O)C1C(=O)CC(C)(O)C(C(C)=O)C1c1ccc(N(C)C)cc1 (stereo not drawn),?,-13%,-1%,1%,-7%,2%,4%,-7%,-1%
O=C(O)CCc1ccc(-c2ccc(F)cc2)n1NC(=O)c1ccco1,10%[12.7 µM],-2%,1%,-13%,1%,-1%,8%,?,-6%
Cc1cc(C(=O)CN2C(=O)NC(c3ccccc3)(c3ccccc3)C2=O)c(C)n1Cc1ccccc1,-5%[59 µM],-2%,-9%,-7%,-7%,-9%,8%,-6%,1%
